Screening data: PubChem BioAssay, National Center for Advancing Translational Sciences (NCATS)
mIDH1 inhibitor: inhibitors of human mutant IDH1 R132H; O75874; IDH1-R132H enzyme, NADPH consumption, diaphorase/resazurin fluorescence; 0.093% of 390,000 active; Potency, µM (doses to about 76.6 µM), inactives show at the top dose activity change, negative = inhibition, actives largely listed as inhibitors; note: potency is the fitted concentration of half-maximal effect; % is set by controls: 0 for no effect and ±100 for the full control effect; nearly all actives have a fitted effect of over 65% in size
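IDH1-R132H (0.5 ug/mL dispensed) in pH 7.5 Tris buffer was preincubated 30 min with compound, then given a substrate mix of 0.016 mM NADPH and 2 mM alpha-KG for 80 min at room temperature; remaining NADPH was read by diaphorase/resazurin fluorescence.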
LDHA inh: LDHA (human) enzyme inhibition. purified LDHA, NADH/diaphorase-resazurin fluorescence; active compounds read low. activity change, % (values are at about 110 or 230 µM). 0.15% of 480,000 active; in the data active = activity change below about -30%;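 note: plate controls were DMSO wells for no effect and wells without enzyme for full effect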
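Human LDH5 at 2 nM final in Tris HCl pH 7.4 with 0.06 mM NADH and 0.2 mM pyruvate, reacted 5 minutes at room temperature. Remaining NADH coupled via diaphorase/resazurin; resorufin fluorescence read at 0 and 20 minutes, normalized to enzyme-free and DMSO wells.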
TrxR1 substrate: substrates of rat thioredoxin reductase 1. purified TrxR1 substrate turnover, NADPH consumption readout. Potency, µM (top dose mostly 114 µM), for the others: at the top dose activity change, negative = substrate turnover. 0.01% of 390,000 active. AID 588456; note: potency is the fitted concentration of half-maximal effect; % is set by controls: 0 for no effect and ±100 for the full control effect; nearly all actives have a fitted effect of over 50% in size
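Rat TrxR1, dispensed at 90 nM, was prereduced with 400 uM NADPH (final) for 5 min at ~22 deg C, then incubated with compound 15 min before 400 uM selenite. A first-read NADPH fluorescence drop versus no-compound background flagged substrates.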
Vif-A3G inh: Vif-A3G binding inhibition; Q9HC16; HeLa A3G-eYFP + Vif (tagged APOBEC3G with the HIV-1 protein that degrades it), YFP fluorescence, overnight; Potency, µM (titrated, usually from 46.1 µM), for inactives: at the top dose activity, negative = active, usual class: inhibitors; 0.076% of 410,000 active; AID 602310;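 note: potency is the fitted concentration of half-maximal effect; % is set by controls: 0 for no effect and ±100 for the full control effect; nearly all actives have a fitted effect of over 60% in size; hits raise eYFP signal because A3G escapes Vif-driven loss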
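HeLa cells stably expressing Vif and C-terminally eYFP-tagged A3G, seeded overnight at 37 deg C, then exposed to compound by pintool overnight at 37 deg C. Rise in yellow fluorescence (Ex 488/Em 500-530, Acumen) marks blocked Vif-driven A3G degradation.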
Vif-APOBEC3F blk: inhibitors of Vif-A3F interaction | HeLa A3F-eYFP + Vif (tagged APOBEC3F with the HIV-1 protein that degrades it), YFP fluorescence increase | AID 602313 | Potency, µM (series often up to 46.1 µM), inactives show top-dose activity, negative = active | 0.2% of 390,000 active; note: potency is the fitted concentration of half-maximal effect; % of control where 0% means no effect; nearly all actives have a fitted effect of over 65% in size
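HeLa cells stably expressing A3F-eYFP plus Vif, plated and incubated overnight at 37 deg C, then exposed to compounds overnight at 37 deg C. Blocked degradation read as raised yellow fluorescence (Ex 488/Em 500-530).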
GRP78 ERSR act: induces the endoplasmic reticulum stress response in human glioma cells | U87-MG GRP78 promoter luciferase reporter, 16 h | Potency, µM, for the others: top-dose activation, actives largely listed as activators | 0.02% of 420,000 active | AID 602332; note: potency is the fitted concentration of half-maximal effect; series mostly up to about 76 µM; % of control where 0% means no effect; nearly all actives have a fitted effect of over 35% in size
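Stably transfected U87-MG glioma cells carrying a GRP78-based luciferase sensor; 16 h compound incubation. Luminescence end-point read 10 min after Bright-Glo addition at room temperature.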
RGS4 inhibitor: human RGS4 inhibition; 0.039% of 390,000 active; AID 504845; Potency, µM (titrated, usually from 114 µM), inactives show at the highest dose activity change, negative = inhibition, most hits filed as inhibitors; Transcreener GDP fluorescence polarization, RGS4-accelerated GTP hydrolysis; note: potency is the fitted concentration of half-maximal effect; % is set by controls: 0 for no effect and ±100 for the full control effect; nearly all actives have a fitted effect of over 75% in size; some results filed as inactive show a strong effect at the top dose
Target sequence (P49798 whole entry, looked up): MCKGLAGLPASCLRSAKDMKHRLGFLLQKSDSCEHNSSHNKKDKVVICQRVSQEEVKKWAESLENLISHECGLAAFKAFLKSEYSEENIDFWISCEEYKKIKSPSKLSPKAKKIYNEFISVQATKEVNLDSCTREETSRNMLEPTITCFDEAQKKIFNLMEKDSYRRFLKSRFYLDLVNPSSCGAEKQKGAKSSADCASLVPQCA
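MLSMR compounds (23 nl, pin-transferred) preincubated 10 min at room temperature with a 500nM (2x) first reagent, then RGS4 at 900nM (2x) plus Transcreener GDP mix added; fluorescence polarization (620/688 nm) read before and after 90 min at 30 °C.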
rTrxR1 inhibitor: inhibitors of rat thioredoxin reductase 1; O89049; recombinant rTrxR1, NADPH fluorescence consumption, selenite substrate; Potency, µM (series often up to 114 µM), inactives show at the top dose activity change, negative = inhibition, most hits filed as inhibitors; 1% of 390,000 active; AID 588453; note: potency is the fitted concentration of half-maximal effect; % is set by controls: 0 for no effect and ±100 for the full control effect; nearly all actives have a fitted effect of over 65% in size
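Rat TrxR1 (90 nM in the dispensed reagent) was pre-reduced with 400 uM NADPH for 5 min at room temperature, then incubated with compound for 15 min. After 400 uM selenite was added, NADPH fluorescence (Ex 340/Em 450 nm) was followed for 8 min.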
USP1-UAF1 inh: blocks the human USP1/UAF1 deubiquitinase complex. O94782. recombinant USP1/UAF1, Ub-Rhodamine cleavage fluorescence. Potency, µM (doses to about 57.1 µM), inactives show at the highest dose activity change, negative = inhibition, hits mostly inhibitors. 0.23% of 390,000 active; note: potency is the fitted concentration of half-maximal effect; % is set by controls: 0 for no effect and ±100 for the full control effect; nearly all actives have a fitted effect of over 60% in size; inactives centre near -12
Target sequence (O94782 whole entry, looked up): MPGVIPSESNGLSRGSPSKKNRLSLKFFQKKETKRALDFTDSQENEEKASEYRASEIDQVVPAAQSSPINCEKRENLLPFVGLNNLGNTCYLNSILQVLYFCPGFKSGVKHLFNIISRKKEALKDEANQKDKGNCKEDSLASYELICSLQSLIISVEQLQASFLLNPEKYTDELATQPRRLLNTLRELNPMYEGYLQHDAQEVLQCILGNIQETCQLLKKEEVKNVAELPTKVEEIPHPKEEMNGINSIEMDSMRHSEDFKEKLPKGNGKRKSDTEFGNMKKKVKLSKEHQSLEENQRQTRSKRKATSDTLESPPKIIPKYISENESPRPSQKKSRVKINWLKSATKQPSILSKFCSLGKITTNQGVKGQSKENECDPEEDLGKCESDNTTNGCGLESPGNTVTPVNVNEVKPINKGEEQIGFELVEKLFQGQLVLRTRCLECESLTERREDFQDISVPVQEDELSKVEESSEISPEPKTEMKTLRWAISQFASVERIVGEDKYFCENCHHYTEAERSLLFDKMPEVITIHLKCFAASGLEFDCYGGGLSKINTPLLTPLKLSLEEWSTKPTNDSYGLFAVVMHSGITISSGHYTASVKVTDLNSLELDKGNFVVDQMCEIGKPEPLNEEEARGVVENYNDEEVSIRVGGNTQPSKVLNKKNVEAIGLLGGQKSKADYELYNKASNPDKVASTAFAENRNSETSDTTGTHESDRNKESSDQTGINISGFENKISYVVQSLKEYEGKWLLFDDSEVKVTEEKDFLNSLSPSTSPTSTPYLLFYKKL
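USP1/UAF1 complex at 1 nM was preincubated with compound for 15 min at room temperature, then Ub-Rho substrate (150nM final) was added. Fluorescence (480/540 nm) was read kinetically, 6 reads every 60 seconds.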
Starred values were filed as active, the others as inactive; & = joins results of further samples; [ ] = dose if it differs, or a comment. Unless noted, calls come from the whole dose curve; as a rule, active = well fitted curve in the direction sought with a large enough effect; inconclusive = small, poorly fitted or top-dose-only effect, or another doubt; inactive = no such curve, though single readings can be large; an effect the other way counts as inactive or inconclusive.

Screening Cc1ccc2ncnc(NCCC(=O)O)c2c1 returned mIDH1 inhibitor -3%, LDHA inh -9, TrxR1 substrate -2%, Vif-A3G inh 1%, Vif-APOBEC3F blk -1%, GRP78 ERSR act 0%, RGS4 inhibitor 28%, rTrxR1 inhibitor 3% and USP1-UAF1 inh -7%.
C=C(C)Cn1c(SCC)nc2ccccc2c1=O was read as mIDH1 inhibitor -10%, LDHA inh -1&3, TrxR1 substrate 1%, Vif-A3G inh 2%&-1%, Vif-APOBEC3F blk 0%, GRP78 ERSR act -4%&-3%, RGS4 inhibitor -10%&-20%, rTrxR1 inhibitor -1%&5% and USP1-UAF1 inh 2%.
COc1ccc(CCn2nnnc2CN2CCN(C(=O)c3ccco3)CC2)cc1OC was read as mIDH1 inhibitor -10%, LDHA inh -7, TrxR1 substrate 1%[57.1 µM], Vif-A3G inh -2%, Vif-APOBEC3F blk 11%, GRP78 ERSR act -4%, RGS4 inhibitor 10%, rTrxR1 inhibitor 7%[57.1 µM] and USP1-UAF1 inh -24%.
COc1ccccc1CNC(=O)C1CCCN(c2cnccn2)C1 (stereo not given) was read as mIDH1 inhibitor -9%, LDHA inh -8, TrxR1 substrate 1%, Vif-A3G inh 8%, Vif-APOBEC3F blk 20%, GRP78 ERSR act -5%, RGS4 inhibitor 49%, rTrxR1 inhibitor 7% and USP1-UAF1 inh 1%.
For COC(=O)CNC(=O)C1CCN(C(=O)OCc2ccccc2)CC1 the results were mIDH1 inhibitor 2%, LDHA inh -5, TrxR1 substrate 10%[57.1 µM], Vif-A3G inh 2%, Vif-APOBEC3F blk -14%, GRP78 ERSR act -5%, RGS4 inhibitor -8%, rTrxR1 inhibitor 14%[57.1 µM] and USP1-UAF1 inh -3%.
For O=C1c2cccc3c2N(CCC3)C(=O)C1(F)c1ccccc1 (stereo not given) the results were mIDH1 inhibitor -2%, LDHA inh -10, TrxR1 substrate 6%[57.1 µM], Vif-A3G inh 0%, Vif-APOBEC3F blk -7%, GRP78 ERSR act -3%, RGS4 inhibitor -19%, rTrxR1 inhibitor 11%[11.4 µM] and USP1-UAF1 inh -3%.
For O=C(NCCCN1CCOCC1)C(=O)NCC1CCCO1 (stereo not given) the results were mIDH1 inhibitor 1%, LDHA inh -1, TrxR1 substrate 11%, Vif-A3G inh -1%, Vif-APOBEC3F blk -2%, GRP78 ERSR act -4%, RGS4 inhibitor -4%, rTrxR1 inhibitor 24% and USP1-UAF1 inh -11%.
For O=C(NCc1ccccc1)C(c1ccncc1)N(C(=O)c1ccccn1)c1ccccc1 (stereo not given) the results were mIDH1 inhibitor -6%, LDHA inh -6, TrxR1 substrate -2%[57.1 µM], Vif-A3G inh 0%, Vif-APOBEC3F blk -5%, GRP78 ERSR act 1%, RGS4 inhibitor 9%, rTrxR1 inhibitor -12%[57.1 µM] and USP1-UAF1 inh -21%.
Screening C=CCC(C(=O)c1ccccc1)[N+](C)(C)CC=C (stereo not given) returned mIDH1 inhibitor -14%, LDHA inh -2&-7, TrxR1 substrate -6%, Vif-A3G inh -7%, Vif-APOBEC3F blk 3%, GRP78 ERSR act -3%, RGS4 inhibitor 13%, rTrxR1 inhibitor -9% and USP1-UAF1 inh -10%.
`CCOC(=O)c1ccc(NC(=O)c2nc[nH]c2C(=O)NCC(=O)OC(C)(C)C)cc1` gave mIDH1 inhibitor -1%, LDHA inh 1, TrxR1 substrate 0%, Vif-A3G inh 3%, Vif-APOBEC3F blk 9%, GRP78 ERSR act -4%, RGS4 inhibitor 3%, rTrxR1 inhibitor 18% and USP1-UAF1 inh -15%.
Screening Cc1cccc(C)c1OCC(=O)Nn1c(C)nc2ccccc2c1=O returned mIDH1 inhibitor 12%, LDHA inh -2, TrxR1 substrate -10%, Vif-A3G inh -2%, Vif-APOBEC3F blk 2%, GRP78 ERSR act -3%, RGS4 inhibitor -19%, rTrxR1 inhibitor -12% and USP1-UAF1 inh -6%.
Screening CC(C)(C)OC(=O)C[C@@H]1C/C=C\C[C@@H](CC(=O)N[C@H](CO)Cc2ccccc2)C(=O)NC[C@H](c2ccccc2)OC1=O returned mIDH1 inhibitor 7%, LDHA inh -4, TrxR1 substrate -8%[57.1 µM], Vif-A3G inh 1%, Vif-APOBEC3F blk 2%, GRP78 ERSR act -2%, RGS4 inhibitor 3%, rTrxR1 inhibitor 9%[57.1 µM] and USP1-UAF1 inh -22%.
COc1ccc(N2CCN(C(=O)CCS(=O)(=O)c3ccc4c(c3)NC(=O)CO4)CC2)cc1 was read as mIDH1 inhibitor -7%, LDHA inh -1, TrxR1 substrate 7%[57.1 µM], Vif-A3G inh 5%, Vif-APOBEC3F blk 6%, GRP78 ERSR act -1%, RGS4 inhibitor -33%[56.9 µM], rTrxR1 inhibitor 23%[57.1 µM] and USP1-UAF1 inh -3%.
Screening Cc1coc2cc3oc(=O)c(CCC(=O)NCc4ccc(Cl)cc4)c(C)c3cc12 returned mIDH1 inhibitor 4%, LDHA inh -10, TrxR1 substrate 19%, Vif-A3G inh 2%, Vif-APOBEC3F blk -13%, GRP78 ERSR act -8%, RGS4 inhibitor 4%, rTrxR1 inhibitor 31% and USP1-UAF1 inh -23%.
Screening FC(F)(F)c1cccc(Cn2nnnc2-c2cc(Cl)cc(Cl)c2)c1 returned mIDH1 inhibitor 11%, LDHA inh 5, TrxR1 substrate 1%[57.1 µM], Vif-A3G inh -1%, Vif-APOBEC3F blk -18%, GRP78 ERSR act -2%, RGS4 inhibitor 3%, rTrxR1 inhibitor 9%[57.1 µM] and USP1-UAF1 inh -23%.
Screening O=C(O)c1cccc2c1-c1ccc(Cl)cc1C2 returned mIDH1 inhibitor 6%, LDHA inh -8, TrxR1 substrate 44%[57.1 µM], Vif-A3G inh -2%, Vif-APOBEC3F blk 6%, GRP78 ERSR act -4%, RGS4 inhibitor 107%[activator], rTrxR1 inhibitor 16%[11.4 µM] and USP1-UAF1 inh -7%.
`O=C(NNC(=O)c1cncc(Br)c1)c1ccncc1` gave mIDH1 inhibitor 7%, LDHA inh -1, TrxR1 substrate -7%, Vif-A3G inh 5%, Vif-APOBEC3F blk 4%, GRP78 ERSR act -1%, RGS4 inhibitor 13%, rTrxR1 inhibitor -9% and USP1-UAF1 inh -15%.
`Cc1c(CCOC(=O)c2ccccc2)sc[n+]1Cc1ccccc1` gave mIDH1 inhibitor -3%, LDHA inh -2, TrxR1 substrate -5%, Vif-A3G inh 1%, Vif-APOBEC3F blk 1%, GRP78 ERSR act 0%, RGS4 inhibitor -26%, rTrxR1 inhibitor 2% and USP1-UAF1 inh -15%.
For Cc1cc(C)c(C)c(S(=O)(=O)N2CCNCC2)c1C the results were mIDH1 inhibitor 0%, LDHA inh -3, TrxR1 substrate 5%, Vif-A3G inh 6%, Vif-APOBEC3F blk -11%, GRP78 ERSR act -3%, RGS4 inhibitor 15%, rTrxR1 inhibitor 8% and USP1-UAF1 inh -9%.
Screening COc1ccccc1NS(=O)(=O)c1cc(NC(=O)CCNC(C)=O)ccc1C returned mIDH1 inhibitor 10%, LDHA inh -2, TrxR1 substrate 11%[57.1 µM], Vif-A3G inh -2%, Vif-APOBEC3F blk -13%, GRP78 ERSR act 3%, RGS4 inhibitor 9%, rTrxR1 inhibitor 6%[57.1 µM] and USP1-UAF1 inh 1%.
Screening FCCCOc1ccc(-c2nccc(-c3ccccn3)n2)cc1 returned mIDH1 inhibitor 8%, LDHA inh -1, TrxR1 substrate -2%, Vif-A3G inh 5%, Vif-APOBEC3F blk -10%, GRP78 ERSR act 7%, RGS4 inhibitor -12%, rTrxR1 inhibitor 19% and USP1-UAF1 inh -19%.
CCCN(CC(=O)Nc1ccccc1OC)C(=O)c1ccccn1 was read as mIDH1 inhibitor 1%, LDHA inh -5, TrxR1 substrate 9%[57.1 µM], Vif-A3G inh 3%, Vif-APOBEC3F blk -10%, GRP78 ERSR act -2%, RGS4 inhibitor 19%, rTrxR1 inhibitor 12%[57.1 µM] and USP1-UAF1 inh -17%.
COc1cccc(NC(=O)c2c(F)cccc2F)c1 was read as mIDH1 inhibitor -1%, LDHA inh 6&-25, TrxR1 substrate -4%, Vif-A3G inh 1%, Vif-APOBEC3F blk -1%, GRP78 ERSR act 0%, RGS4 inhibitor 11%, rTrxR1 inhibitor 13% and USP1-UAF1 inh -17%.
FC(F)(F)C1=CC(c2ccc(Cl)cc2)=NCCN1 was read as mIDH1 inhibitor 7%, LDHA inh -4, TrxR1 substrate -4%[57.1 µM], Vif-A3G inh -1%, Vif-APOBEC3F blk 2%, GRP78 ERSR act -2%, RGS4 inhibitor 1%, rTrxR1 inhibitor 9%[57.1 µM] and USP1-UAF1 inh -9%.

This is a subset. The share of hits here may be higher or lower than overall.
